Bioassay records from PubChem BioAssay.
GBA activity up – glucocerebrosidase activity enhancement; P04062; L444P Gaucher fibroblasts, 4-MU-glucoside fluorescence, 3 days; activation, % at 10 µM; 30,000 tested, 0.44% active; in the data active means activation above about 65%;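 further: 0% = vehicle wells and 100% = positive control wells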
Target sequence (P04062 whole entry L483P): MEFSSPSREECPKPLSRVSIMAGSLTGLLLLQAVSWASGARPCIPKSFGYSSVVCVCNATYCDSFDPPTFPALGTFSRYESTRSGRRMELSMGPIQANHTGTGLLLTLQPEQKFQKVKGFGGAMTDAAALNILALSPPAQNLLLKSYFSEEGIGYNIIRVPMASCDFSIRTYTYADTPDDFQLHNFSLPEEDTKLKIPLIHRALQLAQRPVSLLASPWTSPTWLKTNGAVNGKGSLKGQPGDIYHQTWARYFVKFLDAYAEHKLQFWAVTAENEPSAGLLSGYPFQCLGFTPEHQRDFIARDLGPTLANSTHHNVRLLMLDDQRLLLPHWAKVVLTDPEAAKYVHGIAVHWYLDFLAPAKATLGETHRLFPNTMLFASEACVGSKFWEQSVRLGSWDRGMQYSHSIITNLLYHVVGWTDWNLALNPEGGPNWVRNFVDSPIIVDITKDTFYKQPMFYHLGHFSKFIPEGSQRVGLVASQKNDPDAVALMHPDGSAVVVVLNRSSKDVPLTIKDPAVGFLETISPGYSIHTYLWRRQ
* hit, by the source's call. These rows are one share of the data, so the mix of outcomes need not match the whole.

The first two records, ahead of the listing:
SMILES | GBA activity up
COCCN1C(=O)C(=O)/C(=C(/O)c2cccc(S(=O)(=O)N(C)C)c2)C12C(=O)N(C)c1ccccc12 (stereo unspecified) | -14.3
CCCCn1c(SCC(=O)Nc2cc(NC(=O)c3ccco3)ccc2C)nc2ccccc2c1=O | -23.4

This part in full, repeating the preview:
SMILES | GBA activity up
COCCN1C(=O)C(=O)/C(=C(/O)c2cccc(S(=O)(=O)N(C)C)c2)C12C(=O)N(C)c1ccccc12 (stereo unspecified) | -14.3
CCCCn1c(SCC(=O)Nc2cc(NC(=O)c3ccco3)ccc2C)nc2ccccc2c1=O | -23.4
CCOc1ccc2[nH]c(O)c(NC(C)=O)c2c1 | -4.6
CCCCNC(=O)c1ccc2c(c1)ncn2C1CCCCC1 | 8.1
CNC(=O)Nc1cccc(C(F)(F)F)c1 | 5.9
CCCc1cc(=O)[nH]c(SCC(=O)N(C)CC(=O)Nc2ccccc2CC)n1 | -20.5
COc1cccc(NC(=O)CNC(=O)c2cccs2)c1 | -2.2
O=C(Cn1cnc2ccccc2c1=O)OCC(=O)c1ccc2c(c1)OCCO2 | -0.9
COc1cccc(C(=O)NCc2n[nH]c(=S)n2-c2cccc(C)c2)c1 | -6.0
O=C1CC(c2ccc(Cl)cc2)n2nc(N3C(=O)c4ccccc4C3=O)nc2N1 (stereo unspecified) | 1.2
Cc1ccccc1-c1cc(-c2ccccc2O)n[nH]1 | -10.7
Cn1c(=O)c2c(nc(NCc3ccccc3)n2CC(=O)NCc2ccccc2)n(C)c1=O | 18.3
O=C(OCC#CCSc1nc2ccccc2s1)c1ccco1 | -5.3
COc1ccc(NC(=O)c2[nH]c(C)c(C(C)=O)c2C)cc1Cl | 25.7
CCOC(=O)N1CCN(S(=O)(=O)c2ccc3c(c2)CCN3C(=O)C2CCC2)CC1 | -47.0
COC(=O)c1ccccc1NC(=O)c1nc2nc(C)cc(C)n2n1 | 2.2
CC(C)Oc1ccc(N2CC(C(=O)Nc3ccccc3F)CC2=O)cc1 (stereo unspecified) | 3.1
O=C(c1cccnc1)N1CCN(C(=O)c2cccs2)CC1 | -20.3
COc1ccc(-n2c(=S)[nH]c3cc(C(=O)NCc4ccco4)ccc3c2=O)cc1OC | 6.8
COc1cccc(OCc2nc3ncc(Br)cc3[nH]2)c1 | -40.1
CCOC(=O)c1ccccc1NC(=O)c1cc2sccc2n1C | 6.2
O=C1C2CCCN2C(c2ccccc2F)N1c1ccc(F)cc1 (stereo unspecified) | -14.1
COC(=O)c1c(N)n(-c2cc(OC)cc(OC)c2)c2nc3ccccc3nc12 | 6.8
O=C(CCN1C(=O)c2ccccc2C1=O)N1CCN(C(=O)c2ccccc2)CC1 | -7.1
COC(=O)c1[nH]c(C)c(/C(O)=C2\C(=O)C(=O)N(CCCN3CCOCC3)C2c2ccccn2)c1C (stereo unspecified) | 6.8
COc1cccc(NC(=O)N(CCCN2CCOCC2)C(C)c2cc3cccc(OC)c3o2)c1 (stereo unspecified) | -29.2
Cc1noc(C)c1COc1ccc(C(=O)OCc2nnc(-c3ccc(Cl)cc3)o2)cc1 | -21.4
CCC(C)NC(=O)CSc1nnc(-c2ccncc2)n1-c1ccc(OC)cc1 (stereo unspecified) | -8.2
CCOC(=O)c1cccc(NC(=O)CS(=O)(=O)Cc2nc(-c3cccc(OC)c3)oc2C)c1 | 20.7
CN(c1ccc(C(=O)NCCSC(C)(C)C)cc1)S(C)(=O)=O | -6.3
O=C(Cc1ccc(-n2cccc2)cc1)N1CCc2ccccc21 | 10.8
COC(=O)CN(C)C1CC(=O)N(c2ccc(Cl)cc2)C1=O (stereo unspecified) | 6.5
COc1ccc(CNC(=O)C2COc3ccccc3O2)cc1 (stereo unspecified) | -10.4
O=C(NCc1ccccc1)c1ccc(-c2ccccc2F)o1 | -10.4
O=C(NCCCn1ccnc1)c1cc2c(s1)CCCCC2 | -10.8
COc1nc(C)nc2c1sc(=S)n2C | 0.1
OCCN1CCN(CC(O)COc2ccc3c(c2)OCO3)CC1 (stereo unspecified) | -12.3
C=C(C)COc1ccc(-c2nc(N)ncc2Oc2ccccc2OC)c(O)c1 | -16.3
CCOC(=O)c1c(C)n(C)c2ccc(O)c(CN(C)C)c12 | -34.4
COc1ccc(S(=O)(=O)n2nc(OC(=O)c3ccco3)cc2N)cc1 | -2.3

Another view of part of the listing above:
| molecule | GBA activity up |
| --- | --- |
| COc1ccc(CNC(=O)C2COc3ccccc3O2)cc1 (stereo unspecified) | -10.4 |
| O=C(NCc1ccccc1)c1ccc(-c2ccccc2F)o1 | -10.4 |
| O=C(NCCCn1ccnc1)c1cc2c(s1)CCCCC2 | -10.8 |
| COc1nc(C)nc2c1sc(=S)n2C | 0.1 |

Carrying on.
SMILES | GBA activity up
O=C(NCCCc1ccccc1)C1CC(=O)N(c2ccc3c(c2)OCCO3)C1 (stereo unspecified) | -15.1
Cc1cccc2cc3c(N)c(C(=O)N4CCOCC4)sc3nc12 | -32.0
CCCn1c(SCC(=O)c2ccc3c(c2)OCCO3)nnc1-c1ccco1 | -42.5
CCC(=O)O[C@]1(C(=O)CCl)[C@@H](C)C[C@H]2[C@@H]3CCC4=CC(=O)C=C[C@]4(C)[C@@]3(F)[C@@H](O)C[C@@]21C | -13.6
O=C(CCC(=O)c1cccs1)NCc1ccccc1 | -0.9
CCOc1ccc2nc3c(cc2c1)CN(CCCO)C(=NCCOC)S3 | 6.0
CCS(=O)(=O)N1CCCC(C(=O)NCc2cccc(OC)c2)C1 (stereo unspecified) | -9.7
Cc1c(NC(=O)CN2C(=O)C3C4C=CC(C4)C3C2=O)c(=O)n(-c2ccccc2)n1C (stereo unspecified) | -6.5
O=C1NC2(CCCCC2)Oc2ccccc21 | 4.4
Cc1c(NS(=O)(=O)c2ccc(Br)s2)c(=O)n(-c2ccccc2)n1C | -30.4
CCNS(=O)(=O)c1ccc(NC(=O)c2ccccc2OCC)cc1 | -72.5
COc1ccc(C2=NOC(C(=O)Nc3ccc(C)cc3)C2)cc1OC (stereo unspecified) | -13.3
CCOc1ccc2oc(-c3ccccc3)c(C(=O)O)c2c1 | 32.4
CCc1nc2ccccc2c(=O)n1NC(=O)c1c(O)c2cccc3c2n(c1=O)CCC3 | -10.2
COc1ccc(Cl)cc1-n1c(C)cc(C(=O)O)c1C | -5.4
Cc1ccc(NC(=O)N(Cc2ccc3c(c2)OCO3)Cc2cc3cc4c(cc3[nH]c2=O)OCCO4)cc1 | 31.9
CCOc1ccc(CNC(=O)C2CCC(=O)N2C2CCCC2)cc1OC (stereo unspecified) | 0.7
O=C(Nc1ccc(-c2cn3ccsc3n2)cc1)C1CC1 | 6.8
Cc1cc(=O)[nH]c2ccccc12 | -13.9
Cc1ccc(Cn2nnc3c(=O)[nH]c(C4CCN(S(=O)(=O)c5ccc(C)cc5)CC4)nc32)cc1 | -7.6

Look-ups from above:
`CCNS(=O)(=O)c1ccc(NC(=O)c2ccccc2OCC)cc1` @ GBA activity up = -72.5
`COc1ccc(C2=NOC(C(=O)Nc3ccc(C)cc3)C2)cc1OC` (stereo unspecified) @ GBA activity up = -13.3
`O=C(Nc1ccc(-c2cn3ccsc3n2)cc1)C1CC1` @ GBA activity up = 6.8

Additional entries.
SMILES | GBA activity up
Cc1cc(C)nc(SCC(=O)O)n1 | -0.4
Cc1cccc(NS(=O)(=O)c2ccc(Oc3ccccc3)cc2)n1 | -5.8
CC1(C)Cc2c(sc3c2c(=N)n(Cc2ccco2)c(=O)n3Cc2ccccc2)CO1 | -12.3
Cc1[nH]c(C)c(C(=O)O)c1CNC1CCCCC1C (stereo unspecified) | -9.6
CN(c1ccc(C(=O)Nc2nccs2)cc1)S(=O)(=O)c1ccccc1 | -4.5
CC(O)c1nc2ccccc2n1Cc1nnc(-c2ccc(Cl)cc2)o1 (stereo unspecified) | 7.2
CCn1cc(CNC(=O)CCc2ccc(OC)cc2)cn1 | -14.9
Cn1c(CSCc2ccccc2Cl)nnc1SCC(=O)Nc1nccs1 | -6.4
COc1ccc(NC(=O)CCn2nc(C)cc2C)cc1 | -8.3
CCCCc1c(C)c2ccc(OC)c(/C(C)=N\O)c2oc1=O | -1.4
CCOC(=O)N1CCN(C(=O)COc2cc(=O)n(C)c3ccccc23)CC1 | -24.3
Cc1ccc(OCC(O)CN2CCN(c3ccccc3)CC2)cc1 (stereo unspecified) | 5.1
CC(=O)Nc1nonc1-c1nc2ccccc2n1N(C(C)=O)C(C)=O | -2.4
CCc1ccccc1NC(=O)c1nnn(CC(=O)Nc2ccccc2C)c1N | -0.6
COc1ccccc1CC(=O)NC1CC(C)(C)NC(C)(C)C1 | 6.8
CCOC(=O)c1cnc(SCC(=O)N2CCN(c3ccccc3)CC2)nc1N | 12.8
CCN(CC)CCN1C(=O)C(O)=C(C(=O)c2cccs2)C1c1ccc(C)o1 (stereo unspecified) | -13.2
CCN1CCN(CCCNC(=O)c2cn(CCOC)c(=O)c3c2c2ccccc2n3C)CC1 | -11.4
COc1ccccc1OCCCn1c(C)c(C#N)c2ccccc21 | 3.1
Cc1ccccc1NC(=O)c1cc(S(=O)(=O)N2CCOCC2)cs1 | -11.8
CCCCC(CC)C(=O)Nc1ccccc1C#N (stereo unspecified) | -16.2
CC(=O)Nc1ccccc1O | 1.0
O=C(COc1ncnc2sccc12)Nc1ccc2c(c1)OCCO2 | -18.5
C=CCNC(=O)c1ccccc1Cl | 35.8
O=C(CSc1n[nH]c(-c2ccncc2)n1)NCCc1ccccc1 | -32.3
N#Cc1ccc(COC(=O)Cn2nnc(-c3ccccc3)n2)cc1 | -32.1
COc1ccc(-c2noc(CN(C)S(=O)(=O)c3ccc(C)cc3)n2)cc1 | -14.2
O=C(O)c1cc(NC(=O)C2CCCO2)cc(NC(=O)C2CCCO2)c1 (stereo unspecified) | 7.6
Cc1ccc2c(c1)sc1ncc(NC(=O)c3ccccc3)c(=O)n12 | 23.2
O=C(CNS(=O)(=O)c1ccc(Br)s1)N1CCCC1 | 0.5
O=S(=O)(NC1CC2CCC1C2)c1ccc2c(c1)OCCO2 (stereo unspecified) | -0.5
Cc1nnc(Nc2ccccn2)c2ccccc12 | 17.9
CCC1=C/C(=C\c2ccc3c(c2)OCO3)C(=O)S1 | 41.7
COc1ccc2cc(CN(CC3COCCO3)S(=O)(=O)c3ccccc3)c(=O)[nH]c2c1 (stereo unspecified) | -6.4
CCC(C)NC(=O)c1cn(C)c(=O)c2cc(OC)c(OC)cc12 (stereo unspecified) | -28.7
O=C(Nc1cccc(C(F)(F)F)c1)C1CCCN(c2ncccn2)C1 (stereo unspecified) | 39.6
Cc1ccc2nsnc2c1N(S(C)(=O)=O)S(C)(=O)=O | -13.0
Cc1cc2ccccc2c(=O)n1CC(=O)Nc1ccc2c(c1)OCCO2 | 12.4
c1ccc(-c2nc(CSc3nnnn3-c3ccccc3)cs2)cc1 | -1.8
COc1ccccc1NC(=O)C1CCCN(S(=O)(=O)c2cccc3nsnc23)C1 (stereo unspecified) | -30.6
CCOC(=O)c1ccc(NCc2ccc(N(C)C)cc2)cc1 | 8.3
CC(C)=CC(=O)OCC(=O)Nc1nc(C)c(Cl)cc1Cl | -14.6
Cc1ccc(-c2nnc(N(C)C(=O)c3ccncc3)s2)cn1 | -10.2
COc1ccc(S(=O)(=O)N(CC(N)=O)C2CCCCC2)cc1Cl | -28.8
CCn1c(=O)cc(OCC(=O)N(C)C2CCCCC2)c2ccccc21 | -1.5
O=C(NC1CCCCCCC1)c1c(O)c2ccccc2[nH]c1=O | 24.4
COc1ccc(OC)c(-c2cc(C(=O)NCc3ccco3)no2)c1 | 29.9
CCOC(=O)CSC(C)C(=O)Nc1nnc(C(C)C)s1 (stereo unspecified) | -16.8
O=c1c2cn[nH]c2[nH]c(=S)n1-c1ccccc1F | 1.8
CC(C)NC(=O)CCNC(=O)c1ccc(F)cc1 | 3.9

Ordered by SMILES length (lowest first): 7 of the compounds above
SMILES | GBA activity up
CC(C)NC(=O)CCNC(=O)c1ccc(F)cc1 | 3.9
CCOC(=O)CSC(C)C(=O)Nc1nnc(C(C)C)s1 (stereo unspecified) | -16.8
CCOC(=O)c1ccc(NCc2ccc(N(C)C)cc2)cc1 | 8.3
CC(C)=CC(=O)OCC(=O)Nc1nc(C)c(Cl)cc1Cl | -14.6
Cc1ccc(-c2nnc(N(C)C(=O)c3ccncc3)s2)cn1 | -10.2
COc1ccc(OC)c(-c2cc(C(=O)NCc3ccco3)no2)c1 | 29.9
CCn1c(=O)cc(OCC(=O)N(C)C2CCCCC2)c2ccccc21 | -1.5

Following part:
SMILES | GBA activity up
COc1ccc(CNC(=O)CSc2nnnn2-c2ccc(O)cc2)cc1 | -3.2
O=C(O)CCCC(=O)Nc1ccccc1-n1ccnc1 | -6.3
CCOC(=O)N1CCN(C(=O)Cn2c(C)cc3ccccc3c2=O)CC1 | -23.6
Cc1cc2nc(NC3=NCN(CCN4CCOCC4)CN3)nc(C)c2cc1C | -31.7
CCOC(=O)c1sc2ncn(C(C)C(=O)OC)c(=O)c2c1C (stereo unspecified) | -10.4
O=c1[nH]c(SCc2ccccc2Cl)nc2c1CCCC2 | 0.1
O=C(Nc1cccc2c1C(=O)NC2=O)c1ccc(S(=O)(=O)N2CCCC2)cc1 | -8.4
CCN(CC)c1nc(C#N)cc(-c2ccc(OC)cc2)n1 | -34.0
Cc1ccn2c(NC3CCCCC3)c(C)nc2c1 | -13.0
CCN1C(=O)CC(C(=O)NC)SC1=Nc1cc(Cl)c(O)c(Cl)c1 (stereo unspecified) | 10.5
CCOC(=O)c1cc(C#N)c(N)nc1C | -19.8
Cc1c(C#N)c2ccccc2n1CC(=O)O | -42.3
CCOC(=O)CCCCC(=O)c1[nH]c(=O)[nH]c1CSc1nc2ccccc2[nH]1 | -10.1
CCc1nc(SCc2cccnc2)[nH]c(=O)c1C | -21.6
Cn1nnnc1SCc1csc(Nc2ccccc2)n1 | -6.6
Cn1cnnc1SCCC(=O)Nc1ccccc1 | -1.2
O=C(CSc1nnc(Cc2cccs2)n1Cc1ccco1)Nc1cc(Cl)cc(Cl)c1 | -19.6
CCc1nnc(NC(=O)CSc2nnc3scc(-c4ccc(C)cc4)n23)s1 | 3.1
CCn1c(SCC(=O)N2CCC(C(N)=O)(N3CCCCC3)CC2)nc2ccccc2c1=O | -2.9
CSc1ncccc1C(=O)OCn1nnc2ccccc2c1=O | 4.3
COc1ccc(S(=O)(=O)N2CCCC(C(=O)N3CCCCCC3)C2)cc1 (stereo unspecified) | -12.4
COCc1nnc(NS(=O)(=O)c2ccc(C)cc2)s1 | -18.2
